14-3-3 PPI: modulators of human 14-3-3 gamma - Raf peptide interaction | P61981 | FP, 14-3-3gamma / TMR-pS259-Raf peptide binding | inhibition, % at 40 µM | 160,000 tested, 0.19% active; in the data active means inhibition above about 30%;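 further: 0% = protein plus tracer without compound and 100% = blank with tracer alone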
Target sequence (P61981 whole entry, looked up): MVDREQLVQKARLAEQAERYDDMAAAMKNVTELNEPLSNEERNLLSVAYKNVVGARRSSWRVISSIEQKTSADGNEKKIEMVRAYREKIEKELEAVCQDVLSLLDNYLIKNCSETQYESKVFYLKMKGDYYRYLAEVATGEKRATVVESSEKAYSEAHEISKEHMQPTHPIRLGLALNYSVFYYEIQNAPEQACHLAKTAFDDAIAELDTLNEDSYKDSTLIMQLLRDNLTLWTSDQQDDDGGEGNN
* = called active by the depositor; & = joins results of further samples. An excerpt (hit frequency here may not be typical).

14-3-3 PPI	SMILES
0	Cc1cccc(NC(c2cccc(C)n2)c2ccc3ccc(C)nc3c2O)n1 (configuration not stated)
-24	CCOC(=O)c1cc2c(=O)n3cc(C)ccc3nc2n(Cc2ccco2)c1=N
-6	Cc1nn(-c2ccc(F)cc2)c2sc(C(=O)O)cc12
4	COc1ccc(CNC(=O)c2cc3c(=O)[nH]c4ccccc4c3s2)c(OC)c1
-6	COc1ccc(C2CC(C(F)(F)F)n3ncc(C(=O)Nc4cccc(C)c4C)c3N2)cc1OC (configuration not stated)
-3	Cc1cc(-c2ccc(N3C(=O)C4C5C=CC(C5)C4C3=O)c(C)c2)ccc1N1C(=O)C2C3C=CC(C3)C2C1=O (configuration not stated)
0	Fc1ccccc1Nc1c2c(nc3ccccc13)CCC2
3	C=C(CC)C(=O)c1ccc(OCC(=O)O)c(Cl)c1Cl
-7	COc1ccc(OCCn2c(=N)n(CCO)c3ccccc32)cc1
-92	Cc1cc(C)cc(NC(=O)CSc2oc(-c3ccco3)nc2S(=O)(=O)c2ccc(F)cc2)c1
0	C=CCOC(=O)C1=C(C)NC(=O)NC1c1cc(OC)ccc1OC (configuration not stated)
0	O=C(CN1CCCCC1)Nc1cccc(Br)c1
-7	S=c1[nH]nc(COc2cccc(Br)c2)n1-c1ccccc1
-11	CCC(C)NC(=O)Cn1cnc2sc(C)c(S(=O)(=O)N3CCN(c4ccccc4OC)CC3)c2c1=O (configuration not stated)
-2	CCOc1cc2c(cc1OCC)C(C(=O)O)C(c1cc(Br)c(O)c(OC)c1)N(C)C2=O (configuration not stated)
-20	Cc1c(C(=O)Nc2cccc(C(F)(F)F)c2)oc2ccc(S(=O)(=O)N3CCCC3)cc12
-5	CCN(CC)c1nc(C)cc(C)n1
1	CCOC(=O)C1=C(CN2CCOCC2)NC(=O)NC1c1cc(C)ccc1C (configuration not stated)
-4	CCN(CC)S(=O)(=O)c1cc(C(=O)Nc2ccc(C(C)C)cc2)ccc1F
-13	N=c1sccn1CC(=O)Nc1ccccc1Cc1ccccc1
-2	Cc1ccc(S(=O)(=O)N(Cc2cc3cc4c(cc3[nH]c2=O)OCCO4)CC2CCCO2)cc1 (configuration not stated)
-10	COc1ccc(C2=NN(CC(=O)NCCN(C)C)C(=O)CC2)cc1
-2	CC12CCC(C(=O)N3CCCC3)(CC1=O)C2(C)C (configuration not stated)
-3	COCCCn1c(=S)[nH]c2cc(C(=O)OC)ccc2c1=O
-1	Cc1ccc(Cl)cc1N1CCN(C(=O)CC(C)(C)CC2=NS(=O)(=O)c3ccccc3N2)CC1
0	Cc1nnc(NC(=O)CSc2cn(C)c3ccccc23)s1
0&-3	Cc1ccc(N)c(C(O)(C(F)(F)F)C(F)(F)F)c1
0	CC(C)CC(c1nnnn1CCc1ccccc1)N1CCN(C(=O)c2ccco2)CC1 (configuration not stated)
-10	Cc1nc2ccccc2c2c1C(=O)N(C)C2=O
5	COc1ccccc1N1CCN(C(=O)C2c3ccccc3Oc3ccccc32)CC1

The final five records of the part before come first, to join the parts.
14-3-3 PPI	SMILES
0	Cc1nnc(NC(=O)CSc2cn(C)c3ccccc23)s1
0&-3	Cc1ccc(N)c(C(O)(C(F)(F)F)C(F)(F)F)c1
0	CC(C)CC(c1nnnn1CCc1ccccc1)N1CCN(C(=O)c2ccco2)CC1 (configuration not stated)
-10	Cc1nc2ccccc2c2c1C(=O)N(C)C2=O
5	COc1ccccc1N1CCN(C(=O)C2c3ccccc3Oc3ccccc32)CC1
-12	Cc1cc(C)c(C#N)c(SCC(=O)Nc2ccc(Cl)cc2)n1
-3	Cc1ccc(-c2ccc(/C=N/c3ncn[nH]3)o2)cc1Cl
2	O=C(c1c(Cl)cccc1Cl)N1CCN(c2ccccn2)CC1
4	CC1=CC(C)(C)NC(=S)N1c1ccc(C)cc1C
-7	O=C(CN1C(=O)NC2(CCCc3ccccc32)C1=O)N1CCN(C(=O)c2ccco2)CC1 (configuration not stated)
-2	OCC1CCCN(Cc2ccc(-c3ccccc3)cc2)C1 (configuration not stated)
-59	CCc1ccc2oc(-c3ccccc3)cc(=NCc3cccnc3)c2c1
-21	Cc1ccc(S(=O)(=O)CCC(=O)Nc2ccc(Br)cc2C)cc1
-7	COc1cccc(CNC(=O)c2cnn3c(C)c(Cc4ccccc4)c(C)nc23)c1
-2	O=C(CN1C(=O)COc2ccc(Cl)cc21)NCCc1ccc(Cl)cc1
-9	CC1(c2ccc3noc(-c4ccc(Cl)cc4)c3c2)OCCO1
-4	Cc1cc2ccc(C)c(C)c2nc1SCC#N
-8	COc1cccc(NC(=O)CCN2CCN(CC=Cc3ccccc3)CC2)c1
-5	COCCCNC(=O)Cn1c(=O)oc2cc(Cl)ccc21
-6	COc1ccc(Cc2nnc3c4cnn(C)c4ncn23)cc1
-7	Cc1ccc2nc(-c3ccncc3)c(Nc3ccccc3C)n2c1
-4	COc1ccc(Oc2coc3cc(O)ccc3c2=O)cc1
-2	Cc1c(NC(=O)c2cc(-c3ccc(CC(C)C)cc3)nc3ccccc23)c(=O)n(-c2ccccc2)n1C
-287	O=S(=O)(c1ccc(Br)s1)N1CCc2ccccc21
-1	CCC(C)NC(=O)c1ccc2c(=O)n(CCCN3CCCC3=O)c(=S)[nH]c2c1 (configuration not stated)
0	COc1ccccc1-c1cc(C(=O)NCc2ccc(Cl)cc2)no1
0	CCC(NC(=O)OC(C)(C)C)C(=O)Oc1ccc2c3c(c(=O)oc2c1)CCC3 (configuration not stated)
-5	Cc1cc(C)nc(SC2CC(=O)N(c3ccccc3)C2=O)n1 (configuration not stated)
-3	O=C(OCCCN=C1NS(=O)(=O)c2ccccc21)c1ccc(F)cc1
2	CN(CC(=O)N1CCc2ccccc2C1)S(=O)(=O)c1ccc2c(c1)c(=O)n(C)c(=O)n2C
6	COc1ccc(OC)c(N2C(=O)C(Cl)=C(N3CCOCC3)C2=O)c1
0	COC(=O)Cc1nc(Nc2cccc(Cl)c2)c2c(C)c(C)sc2n1
-2	O=C1CCCN1c1cc(Cl)ccc1Cl
4	CCN(CC)C(=O)c1ccc2c(c1)N(Cc1ccccc1)C(=O)CS2=O (configuration not stated)
-3	O=C(Nc1cccc(F)c1)C1CCCN1S(=O)(=O)c1cccc2cccnc12 (configuration not stated)

14-3-3 PPI	SMILES
-10	O=C(OCN1C(=O)c2ccccc2C1=O)c1ccccc1
-2	CCc1ccc(C(=O)Nc2ccc(S(=O)(=O)Nc3nc(C)cc(C)n3)cc2)o1
2	COC(=O)c1ccc(-c2csc(NC(=O)c3ccc(S(=O)(=O)N4CC(C)CC(C)C4)cc3)n2)cc1 (configuration not stated)
-9	COc1cc(C(=O)Nc2ccc(N(C)C)cc2)cc(OC)c1OC
0	COc1ccc(-n2nc(C(=O)NCC(=O)NC3CCCCC3)c3ccccc3c2=O)cc1OC
2	COC(=O)C1=CN(C23CC4CC(CC(C4)C2)C3)C=C(C(=O)OC)C1c1ccc(F)cc1
4	O=C(O)CCc1ccc(-c2ccc(F)cc2)n1-c1cccc(C(F)(F)F)c1
1	O=C(O)c1ccccc1N1C(=O)C2CC=CCC2C1=O (configuration not stated)
-6	Cc1cnccc1C=Cc1ccc(Br)cc1
-19	CN(c1ccc(Cl)cc1)S(=O)(=O)c1cccc(C(=O)Nc2ccccc2)c1
-11	CSc1nc(-c2cccs2)cc(C(F)(F)F)c1C#N
-1	CCC(C(=O)Nc1ccc(S(=O)(=O)N2CCOCC2)cc1)c1ccccc1 (configuration not stated)
-1	CCCOc1ccc(C(=O)c2nc3c(n2O)CCCC3)cc1
-7	CCc1ccc(NC(=O)CCCC2=NS(=O)(=O)c3ccccc3N2)cc1
-3	Cc1ccc(C(=O)C(C)OC(=O)C2CC(=O)N(C3CCCCC3)C2)cc1 (configuration not stated)
0	CCC1CCCCN1C(=O)CSc1nnc(-c2ccccc2)o1 (configuration not stated)
-10	CN1C(c2ccccc2)=Nc2cccc3cccc1c23
-4	Cc1occc1-c1nnc(SCC(=O)N2CCOCC2)n1CCc1ccccc1
7	O=C(Nc1ccccc1Oc1ccc(Br)cc1)c1ccccc1
-2&-26	O=c1c2c(nc3c(-c4ccc(Cl)cc4)c[nH]n13)CCCC2
-53	Cc1ccc(-c2c(C#N)c(N)nc(SC3CC(=O)N(c4ccc(Br)cc4)C3=O)c2C#N)cc1 (configuration not stated)
5	CCC1=NN(C(=O)CCc2ccccc2)C(O)(C(F)(F)F)C1 (configuration not stated)
-217	CCCCC(=O)Nc1ccc(Cl)c(-c2nc3cc(C)cc(C)c3o2)c1
-25	CCOC(=O)c1cnc2c(C)c(Cl)ccc2c1Nc1cc(C)ccc1OC
1	O=C(NCCc1ccccc1)/C(=N\O)c1ccccc1
-3&12	CC(=O)Nc1ccccc1Sc1ccccc1
-1	c1ccc(C2CNCCc3ccccc32)cc1 (configuration not stated)
-9	CC1=C(C(=O)OC2CCCCC2)C(c2ccc(N(C)C)cc2)n2ncnc2N1 (configuration not stated)
-3	O=C(CN1CCc2ccccc21)NC(=O)NCc1ccco1
-1	CC(C)(C)c1ccc(OCc2nnc3n2N=C(c2ccc(OC(F)F)cc2)CS3)cc1

The last two entries of the part above are carried over, then new ones follow.
14-3-3 PPI	SMILES
-3	O=C(CN1CCc2ccccc21)NC(=O)NCc1ccco1
-1	CC(C)(C)c1ccc(OCc2nnc3n2N=C(c2ccc(OC(F)F)cc2)CS3)cc1
-8	Cc1cccc(-n2c(SCC(=O)NCc3ccco3)nnc2-c2ccco2)c1
-6	COC(=O)c1ccc(NS(=O)(=O)N(C)C)cc1
6	CCC(C(=O)NC1CCCC1)N(C(=O)Cn1nnc(-c2ccc(C)o2)n1)c1cnc2ccccc2c1 (configuration not stated)
1	CCc1ccc(N/C(=N\c2nc(C)cc(C)n2)NC(=O)c2ccc(F)cc2)cc1
-5	Cc1ccc(NCc2nc3ccccc3n2C)cc1
5	CC1=C(C(=O)N(C)C)C(c2cccc(Cl)c2)n2c(nc3ccccc32)N1 (configuration not stated)
0	CCN(c1cccc(C)c1)S(=O)(=O)c1ccc2[nH]cc(C(=O)NCc3ccc(F)cc3)c(=O)c2c1
-76	O=C(Nc1ccc(-c2noc(COc3ccc(Br)cc3)n2)cc1)c1ccc(Br)o1
-10	COc1ccc(CNCC2(c3ccccc3)CCCC2)c(OC)c1
-1	CCOC(=O)CC1(NS(=O)(=O)c2cc(Br)cc3c2N(C(C)=O)CC3)CCCCC1
-6	COc1ccccc1-c1nnc(N(C)C(=O)C2CCCO2)s1 (configuration not stated)
-1&-4	CCCOC(=O)C1=C(C)NC2=C(C(=O)CCC2)C1c1cc(OC)ccc1OC (configuration not stated)
-3	Clc1ccc2nc(SCc3nnc(-c4ccccc4)o3)[nH]c2c1
7	Cc1cccc(N2C(=O)CSC2c2ccc(Br)cc2)c1 (configuration not stated)
-13	CC(=O)c1cccc(NC(=O)c2cc3cc(Br)ccc3oc2=O)c1
-6	Cn1nnc(C(O)CN2CCCCC2)n1 (configuration not stated)
-2	O=[N+]([O-])c1ccc(-c2nc(-c3cccnc3)no2)cc1
-5	CCSc1nnc2c(n1)OC(c1cc3c(cc1[N+](=O)[O-])OCO3)Nc1ccccc1-2 (configuration not stated)
-4	O=C(COc1ccc(Cl)cc1Cl)Nc1ccc2nc3n(c(=O)c2c1)CCCC3
-9	CC(CCC(=O)O)C1CCC2C3CCC4CC(=O)CCC4(C)C3CC(=O)C12C (configuration not stated)
5	CCN(CC)c1nc(C)nc2sc(C(=O)Nc3ccc4c(c3)OCCO4)c(C)c12
-6	CC12CN3CC(C)(CN(C1)C3c1cc3ccccc3[nH]1)C2=O (configuration not stated)
10	CCN(Cc1ccccc1)C(=O)CCS(=O)(=O)c1ccc2c(c1)CCN2C(C)=O
-3	O=C(COC(=O)C1CCC1)NCc1ccccc1Cl
-2	NC(=O)Cn1c(=O)n(CCCCC(=O)NC2CCCC2)c(=O)c2ccccc21
-15	Cn1c(=NC(=O)CN2C(=O)c3ccccc3C2=O)sc2cc(S(C)(=O)=O)ccc21
-5	O=C(O)CNCc1ccccc1F
1&2	COc1ccc(CN2CC(C(=O)NCCN3CCN(c4ccccc4F)CC3)CC2=O)cc1 (configuration not stated)
2	COc1cccc(-n2c(=O)c3c(C)c(C)sc3n(Cc3cccc(F)c3)c2=O)c1
-2	CCCOc1ccccc1C1C(C(=O)OC)=C(C)NC2=C1C(=O)CCC2 (configuration not stated)

Grouped by structure, the entries above with a furan ring, fused or not
14-3-3 PPI	SMILES
-24	CCOC(=O)c1cc2c(=O)n3cc(C)ccc3nc2n(Cc2ccco2)c1=N
-92	Cc1cc(C)cc(NC(=O)CSc2oc(-c3ccco3)nc2S(=O)(=O)c2ccc(F)cc2)c1
-20	Cc1c(C(=O)Nc2cccc(C(F)(F)F)c2)oc2ccc(S(=O)(=O)N3CCCC3)cc12
0	CC(C)CC(c1nnnn1CCc1ccccc1)N1CCN(C(=O)c2ccco2)CC1 (configuration not stated)
-3	Cc1ccc(-c2ccc(/C=N/c3ncn[nH]3)o2)cc1Cl
-7	O=C(CN1C(=O)NC2(CCCc3ccccc32)C1=O)N1CCN(C(=O)c2ccco2)CC1 (configuration not stated)
-2	CCc1ccc(C(=O)Nc2ccc(S(=O)(=O)Nc3nc(C)cc(C)n3)cc2)o1
-4	Cc1occc1-c1nnc(SCC(=O)N2CCOCC2)n1CCc1ccccc1
-3	O=C(CN1CCc2ccccc21)NC(=O)NCc1ccco1
-8	Cc1cccc(-n2c(SCC(=O)NCc3ccco3)nnc2-c2ccco2)c1
6	CCC(C(=O)NC1CCCC1)N(C(=O)Cn1nnc(-c2ccc(C)o2)n1)c1cnc2ccccc2c1 (configuration not stated)
-76	O=C(Nc1ccc(-c2noc(COc3ccc(Br)cc3)n2)cc1)c1ccc(Br)o1

Further records follow:
14-3-3 PPI	SMILES
-6	N#Cc1cc2c(nc1SCc1cccnc1)CCCCC2
-12	CCNC(=O)c1cc2c(=O)n3cccc(C)c3nc2n(CC2CCCO2)c1=N (configuration not stated)
-264	Cc1ccccc1C1CC(c2ccc(NS(C)(=O)=O)cc2)=NN1S(C)(=O)=O (configuration not stated)
-3&-7	O=C1C2C3C=CC(C3)C2C(=O)N1c1ncn[nH]1 (configuration not stated)
-11	OC(c1ccccc1)C1CN(Cc2ccccc2)CCC1(O)c1ccccc1 (configuration not stated)
-7	O=C1C2C(c3ccc([N+](=O)[O-])cc3)OC3(C(=O)c4ccccc4C3=O)C2C(=O)N1c1ccc(Cl)cc1 (configuration not stated)
